Source: PubChem BioAssay
GLS inh: qHTS for Inhibitors of Glutaminase (GLS); AID 624170, 2012; 410,000 compounds, 0.21% hits; GLS enzymatic activity, qHTS titration; Glutaminase kidney isoform, mitochondrial (Homo sapiens), O94925; Potency, µM (doses to about 45.5 µM), for inactives: at the top dose activity change, negative = inhibition, hits mostly inhibitors; also: potency is read from the fitted curve at half-maximal effect; % is scaled to controls: 0 for no effect and ±100 for the full control effect
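hKGA; 45 mM KH2PO4 pH 8.2 + 0.02% Tween-20; cpd via pin tool; 1 mM Gln soln; GluOx/HRP/Amplex Red; RT 30 min; fluor. t0 & final.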
HP1b binding inh: HTS for Inhibitors of HP1-beta Chromodomain Interactions with Methylated Histone Tails | AlphaScreen HP1-beta / biotin-H3K9me3 peptide binding | Potency, µM (highest dose often 114 µM), without a hit: top-dose activity change, negative = inhibition, actives largely listed as inhibitors | AID 540317, 2011 | Chromobox protein homolog 1 (Homo sapiens), P83916 | 390,000 compounds, 0.56% hits; also: potency is read from the fitted curve at half-maximal effect; nearly all actives have a fitted effect of over 70% in size; inactives centre near 23
Target sequence (P83916 whole entry, looked up): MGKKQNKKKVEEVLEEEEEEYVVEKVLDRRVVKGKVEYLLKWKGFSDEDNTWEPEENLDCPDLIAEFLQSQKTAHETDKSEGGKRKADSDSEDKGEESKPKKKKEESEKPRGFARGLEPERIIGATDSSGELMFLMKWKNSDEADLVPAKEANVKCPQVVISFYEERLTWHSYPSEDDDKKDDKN
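HP1-beta protein (50 nM final) preincubated 30 min at room temperature with biotinylated H3(1-18)K9me3 peptide (50 nM) in PBS pH 7.4, 0.01% Tween-20, then compound added for 30 min. AlphaScreen streptavidin donor/nickel chelate acceptor beads (10 ug/mL final), 30 min dark, luminescence read.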
RGS4 inh: Inhibitors of Regulator of G Protein Signaling (RGS) 4: qHTS; Transcreener GDP fluorescence polarization, RGS4-accelerated GTP hydrolysis; Potency, µM (series often up to 114 µM), without a hit: at the highest dose activity change, negative = inhibition, hits mostly inhibitors; 390,000 compounds, 0.039% hits; AID 504845, 2011; also: potency is read from the fitted curve at half-maximal effect; % is scaled to controls: 0 for no effect and ±100 for the full control effect; nearly all actives have a fitted effect of over 75% in size; some results filed as inactive show a strong effect at the top dose
Target sequence (P49798 whole entry, looked up): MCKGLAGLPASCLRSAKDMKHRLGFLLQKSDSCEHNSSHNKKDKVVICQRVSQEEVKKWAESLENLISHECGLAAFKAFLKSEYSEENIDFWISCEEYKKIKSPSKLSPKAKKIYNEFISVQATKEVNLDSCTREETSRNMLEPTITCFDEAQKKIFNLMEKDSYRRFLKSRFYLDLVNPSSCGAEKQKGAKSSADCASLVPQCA
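MLSMR compounds (23 nl, pin-transferred) preincubated 10 min at room temperature with a 500nM (2x) first reagent, then RGS4 at 900nM (2x) plus Transcreener GDP mix added; fluorescence polarization (620/688 nm) read before and after 90 min at 30 °C.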
12-LOX inh: Primary qHTS assay for inhibitors of human arachidonate 12S-lipoxygenase (ALOX12): Round 2. Polyunsaturated fatty acid lipoxygenase ALOX12 (Homo sapiens), P18054. purified 12hLO, xylenol orange hydroperoxide absorbance. Potency, µM (top dose mostly 108 µM), for inactives: at the highest dose activity change, negative = inhibition, actives largely listed as inhibitors. 580,000 compounds, 1.1% hits. AID 1671190, 2021; also: potency is read from the fitted curve at half-maximal effect; % is scaled to controls: 0 for no effect and ±100 for the full control effect
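Hydroperoxide product was detected by ferrous iron/xylenol orange as the 573 to 405 nm absorbance ratio. Arachidonic acid at 40 uM (final) was turned over for 30 min at room temperature by 150 nM human 12hLO, pH 7.0 Hepes buffer, after 15 min compound preincubation.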
ERG Ets-DNA blk: qHTS for Small Molecule Inhibitors of the ERG Ets/DNA interaction; Transcriptional regulator ERG (Homo sapiens), P11308; fluorescence polarization, His-ERG Ets domain / labelled DNA; Potency, µM (series often up to 76.9 µM), inactives show at the top dose FP activity, negative = inhibition, most hits filed as inhibitors; 370,000 compounds, 0.028% hits; AID 624246, 2012; active = well fitted inhibition curve with a large enough effect in the polarisation, with a control signal flat; inconclusive = small, poorly fitted or top-dose-only effect, or effect the other way, or a change in a side signal; inactive = no such curve, though single readings can be large or run the other way; the % refers to the polarisation;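 also: polarization taken with two DNA probes labelled with fluorescein and Texas red; potency is read from the fitted curve at half-maximal effect; % of control where 0% means no effect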
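His-tagged ERG Ets domain (1 uM in the protein solution; 300mM KCl, 50mM Tris-HCl, 1mM EDTA, 1mM DTT, pH 7.5) received compound, then a probe mix of 5 nM fluorescein-DNA and 100nM Texas-615-DNA. Fluorescence polarization was read for both dyes.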
BAZ2B inh: qHTS Assay for Inhibitors of BAZ2B. Bromodomain adjacent to zinc finger domain protein 2B (Homo sapiens), Q9UIF8. Potency, µM (highest dose often 114 µM), inactives show at the top dose activity change, negative = inhibition, most hits filed as inhibitors. 360,000 compounds, 4.4% hits. AID 504333, 2011. AlphaScreen BAZ2B-H3K14Ac peptide displacement; also: potency is read from the fitted curve at half-maximal effect; % is scaled to controls: 0 for no effect and ±100 for the full control effect; nearly all actives have a fitted effect of over 60% in size
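AlphaScreen displacement of biotin-H3(5-23)K14Ac peptide (50 nM final) from BAZ2B (50 nM final) in PBS pH 7.4, 0.01% Tween-20; complex preformed 30 min RT, then compounds (top 110 uM) 30 min RT, beads 20 min dark.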
G9a block: qHTS Assay for Inhibitors of Histone Lysine Methyltransferase G9a | Histone-lysine N-methyltransferase EHMT2 (Homo sapiens), Q96KQ7 | G9a H3K9 monomethylation, AlphaScreen, 2 h | Potency, µM (highest dose often 102 µM), for inactives: at the top dose activity, negative = inhibition, actives largely listed as inhibitors | 350,000 compounds, 8.8% hits | AID 504332, 2011; also: potency is read from the fitted curve at half-maximal effect; % is scaled to controls: 0 for no effect and ±100 for the full control effect; nearly all actives have a fitted effect of over 75% in size
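AlphaScreen read-out: biotin-H3K9 peptide (500 nM) methylation by 20 nM enzyme with 20 uM SAM, 2 h at room temperature after 15 min compound preincubation; anti-monomethyl H3K9 antibody plus donor/acceptor beads, 10 min dark.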
JMJD2A Tudor: qHTS Assay for Inhibitors of JMJD2A-Tudor Domain | Lysine-specific demethylase 4A (Homo sapiens), O75164 | AlphaScreen JMJD2A-Tudor / H3K4me3 peptide binding | 390,000 compounds, 4.4% hits | AID 504339, 2011 | Potency, µM (highest dose often 114 µM), for inactives: at the highest dose activity change, negative = inhibition, hits mostly inhibitors; also: potency is read from the fitted curve at half-maximal effect; % is scaled to controls: 0 for no effect and ±100 for the full control effect; nearly all actives have a fitted effect of over 50% in size
PI4K2A inh: qHTS for small molecular inhibitors of PI4K2A. purified PI4K2A, ADP-Glo luminescence, 1 h; active compounds read low. Phosphatidylinositol 4-kinase type 2-alpha (Homo sapiens), Q9BTU6. activity change, negative = inhibition, % at 76.9 µM. 420,000 compounds, 0.13% hits; in the data active = activity change below about -50%; inconclusive = mostly about -30% to -49%;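 also: -100% = wells without enzyme as full effect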
Target sequence (Q9BTU6 whole entry, looked up): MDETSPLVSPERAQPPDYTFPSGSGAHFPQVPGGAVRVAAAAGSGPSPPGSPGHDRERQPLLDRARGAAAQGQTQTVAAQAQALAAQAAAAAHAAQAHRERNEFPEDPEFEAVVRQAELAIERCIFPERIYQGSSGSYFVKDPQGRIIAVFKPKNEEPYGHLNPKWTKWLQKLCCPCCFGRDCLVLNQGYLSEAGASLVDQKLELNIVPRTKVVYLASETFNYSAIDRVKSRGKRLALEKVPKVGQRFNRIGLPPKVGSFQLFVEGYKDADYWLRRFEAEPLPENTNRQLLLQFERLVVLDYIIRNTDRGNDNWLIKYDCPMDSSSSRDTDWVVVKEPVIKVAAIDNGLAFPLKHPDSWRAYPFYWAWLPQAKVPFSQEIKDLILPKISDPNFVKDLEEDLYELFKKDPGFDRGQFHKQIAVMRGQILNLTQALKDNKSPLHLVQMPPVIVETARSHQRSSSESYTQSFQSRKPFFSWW
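PI4K2A activity was measured by ADP-Glo luminescence: enzyme (4 ug/mL stock) and phosphatidylinositol (1.2 mM stock) in Tris pH 7.5/MgCl2/EGTA/Triton X-100 buffer were reacted with ATP (300 microM stock) for one hour at ambient temperature.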
* marks the source's active call; other numbers are inactive results; ? = inconclusive; · = not tested or not shown; & = joins results of further samples; [ ] = dose if it differs, or a comment. Unless noted, calls follow the shape of the dose curve; as a rule, active = well fitted curve in the direction sought with a large enough effect; inconclusive = small, poorly fitted or top-dose-only effect, or another doubt; inactive = no such curve, though single readings can be large; an effect the other way counts as inactive or inconclusive. This is a subset; the hit share may differ from the screen's.

no.	structure	GLS inh	HP1b binding inh	RGS4 inh	12-LOX inh	ERG Ets-DNA blk
1	Cc1ccc(NC(=O)c2cn(CCC#N)nc2-c2cccs2)c([N+](=O)[O-])c1	7%	-19%	-32%	-8%	0%
2	Cc1cccc(Cn2c(CN3CCC(C(=O)NC(C)C)CC3)cc3ccccc32)c1	0%	17%	-17%	?	-6%
3	COc1cccc(COCCN2CCN(S(=O)(=O)c3ccc(C)cc3)CCC2=O)c1	-2%	21%	?	-6%	11%
4	Cc1cccc(N2CCN(C(=O)C3CCCN(S(=O)(=O)c4c(C)noc4C)C3)CC2)c1C (stereo not drawn)	-7%	21%	-4%	38%[activator]	-5%
5	CCOC(=O)C1CCCN(C(=O)c2ccccc2NS(=O)(=O)c2ccc(F)cc2)C1 (stereo not drawn)	-8%	20%[57 µM]	-6%	-11%	-3%
6	Cc1ccc(-c2nn(CCC(=O)Nc3cccnc3)c(=O)c3ccccc23)cc1	3%	3%	10%	?	0%
7	CC(C)C(=O)NCC(c1ccc2c(c1)OCO2)N1CCN(c2ccccc2F)CC1 (stereo not drawn)	3%	-1%[57 µM]	20%	-19%	-12%
8	COc1ccc(N2CCN(C(=O)c3ccc(OCc4c(C)noc4C)c(OC)c3)CC2)cc1	36%[activator]	17%	-40%	-8%	2%
9	Cc1c2cnn(CC(=O)NCCCN3CCCCC3C)c(=O)c2c(C)n1Cc1ccccc1 (stereo not drawn)	-16%	8%	-20%	60%[activator]	29%
10	O=C(Nc1cccc(S(=O)(=O)N2CCOCC2)c1)c1ccco1	-15%	25%	-1%[11.4 µM]	-8%	-1%

no.	BAZ2B inh	G9a block	JMJD2A Tudor	PI4K2A inh
1	?	?	?	3
2	-23%	-24%[59 µM]	-23%	6
3	-1%	-2%	-29%	-2
4	·	·	-23%	9
5	·	·	-8%	1
6	-2%	-1%	-19%	2
7	-3%	-3%[59 µM]	-15%	3
8	-11%	-35%	-8%	-3
9	-28%	-18%	?	5
10	-25%	-33%[12.7 µM]	17%[57.1 µM]	1

Three entries from above, with one line to a screen:
1) Cc1ccc(NC(=O)c2cn(CCC#N)nc2-c2cccs2)c([N+](=O)[O-])c1
8) COc1ccc(N2CCN(C(=O)c3ccc(OCc4c(C)noc4C)c(OC)c3)CC2)cc1
7) CC(C)C(=O)NCC(c1ccc2c(c1)OCO2)N1CCN(c2ccccc2F)CC1 (stereo not drawn)

| entry no. | 1 | 8 | 7 |
| --- | --- | --- | --- |
| GLS inh | 7% | 36%[activator] | 3% |
| HP1b binding inh | -19% | 17% | -1%[57 µM] |
| RGS4 inh | -32% | -40% | 20% |
| 12-LOX inh | -8% | -8% | -19% |
| ERG Ets-DNA blk | 0% | 2% | -12% |
| BAZ2B inh | ? | -11% | -3% |
| G9a block | ? | -35% | -3%[59 µM] |
| JMJD2A Tudor | ? | -8% | -15% |
| PI4K2A inh | 3 | -3 | 3 |

(further entries)
no.	structure	GLS inh	HP1b binding inh	RGS4 inh	12-LOX inh	ERG Ets-DNA blk
11	Cc1cccc(NC(=O)CSc2nnc(CNC(=O)c3ccco3)o2)c1C	-14%	56%[activator]	4%	-7%	11%
12	Cc1nc(C(=O)O)sc1C1(C)CC(c2cccc([N+](=O)[O-])c2)=NO1 (stereo not drawn)	0%	19%	5%	?	-2%
13	Cc1cc(O)c2c(C)c(CC(=O)N3CCCCC3)c(=O)oc2c1	-18%	35%	3%	-23%&-3%	3%
14	COc1ccc(N(CC(=O)N2CCCCC2)S(=O)(=O)c2ccccc2)c(OC)c1	-9%	29%	-10%	24%	·
15	COc1cc(OC)cc(C(=O)OCC(=O)N2CCCC2)c1	-4%	35%[activator]	-16%	8%	?
16	CCc1ccc(CN(Cc2ccco2)c2cnc(S(C)(=O)=O)nc2C(=O)Nc2c(C)cccc2C)cc1	-5%	17%	2%	?	-1%
17	COC(=O)c1ccc(NC(=O)COC(=O)C2CCC2)cc1	-13%	34%	4%	-29%	-5%
18	Cc1cc(C)n(C(=O)CCC2COc3ccccc3O2)n1 (stereo not drawn)	3%	180%[activator]	-6%	-22%	-5%
19	CCc1c(C)sc(NC(=O)c2cc(-c3ccc(OC)cc3)on2)c1C#N	2%	9%	-32%	-4%	-3%
20	Cc1cn(C)c(CC(=O)Nc2cccc(C#N)c2)c1C(=O)O	3%	20%	-2%	-1%	5%

no.	BAZ2B inh	G9a block	JMJD2A Tudor	PI4K2A inh
11	-3%	-8%	4%	6
12	·	·	-32%	-2
13	-2%	?	1%	2
14	4%	?	-8%	-1
15	-17%	-4%	-4%	-1
16	?	?	?	-5
17	-4%	0%	-4%	1
18	60%[activator]	42%[59 µM]	85%[activator]	-3
19	-3%	10µM*	2%	-1
20	-19%	8%[59 µM]	-18%	-4

no.	structure	GLS inh	HP1b binding inh	RGS4 inh	12-LOX inh	ERG Ets-DNA blk
21	COCCNC(=O)C1CCCN(S(=O)(=O)c2ccc3c(ccn3C)c2)C1 (stereo not drawn)	-7%	26%[57 µM]	-6%	-20%	0%
22	CC1(C)CN(c2cccc(C#N)c2)C1=O	8%	31%[activator]	-15%	-9%	1%
23	COc1cc(C(=O)N/N=C/c2ccc(OC(=O)c3ccccc3Cl)c(OC)c2)ccc1O	2%	-17%	-24%	·	2%
24	C(=N\n1cnnc1)/c1ccc2c(c1)OCO2	4%	22%	6%	0%	-1%
25	COc1cc(C2c3cc4c(cc3OC(N3CCCC3)C2C)OCO4)cc(OC)c1O (stereo not drawn)	?	17%	13%	-22%	-5%
26	COc1ccc(CCNC(=O)CN(C2CCCCC2)S(C)(=O)=O)cc1	-1%	43%	3%	5%	-1%
27	CCn1c(CSCc2ccc(C)cc2)nnc1SCC(=O)N1CCN(c2ccccc2)CC1	14%	2%	30%	-8%	-2%
28	CC(C)C[C@H](NC(=O)C1CCN(S(=O)(=O)c2ccccc2)CC1)C(=O)NCc1cccnc1	-8%	37%	20%	-15%	-4%
29	Cc1nc(C)c(C(=O)Nc2ccc(Oc3ccccc3)cc2)o1	9%	-12%	-24%	0%	5%
30	CN(C)c1ccnc2sc(C(=O)c3ccccc3)c(N)c12	27%	-8%	-3%[11.4 µM]	?	2%

no.	BAZ2B inh	G9a block	JMJD2A Tudor	PI4K2A inh
21	-1%	4%[59 µM]	4%	0
22	-2%	6%	-6%	4
23	-36%	6%	?	-2
24	7%	18%	-14%	-2
25	·	·	-24%	8
26	10%	-24%[12.7 µM]	2%	-2
27	?	?	?	-18
28	-2%	30%[activator]	-1%	1
29	2%	-16%[59 µM]	-21%	-7
30	1%	8%[59 µM]	-27%	-2

no.	structure	GLS inh	HP1b binding inh	RGS4 inh	12-LOX inh	ERG Ets-DNA blk
31	COc1ccccc1C(=O)Nc1ccc2nc(SCCOc3ccccc3C)sc2c1	-8%	51%[activator]	1%	-18%	2%
32	CCc1ccc(NS(=O)(=O)c2ccc3oc(=O)c4ncn(CC)c4c3c2)cc1	-3%	4%	11%	?	0%
33	CCc1ccc(NC(=S)N2CCN(S(=O)(=O)c3ccccc3)CC2)cc1	-2%	35%	17%	?	9%
34	COc1ccc(NC(=O)NCc2cccn2C)c(OC)c1	30%[activator]	-14%	21%	-12%	6%
35	CSC1=C(C#N)C(c2ccccc2Cl)C2=C(N1)c1ccccc1C2=O (stereo not drawn)	-21%	?	-45%	-11%	-9%
36	CC(C)C(C(=O)O)N1C(=O)/C(=C/c2cccn2C)SC1=S (stereo not drawn)	-13%	-2%	-22%	-29%	2%
37	CC(O)CNC(=S)Nc1ccccc1 (stereo not drawn)	-19%	33%	-20%	38%[activator]	10%
38	CCCCOC(=O)Cn1c(=N)n(CCN(CC)CC)c2ccccc21	15%	8%	19%[11.4 µM]	2%	0%
39	CCn1c(SCC(=O)N/N=C(\C)c2ccncc2)nnc1-c1ccccc1	1%	20%	-7%	2%	0%
40	N#Cc1nc(COc2ccc(Br)cc2)oc1NCCN1CCOCC1	5%	13%	-6%	3%	0%

no.	BAZ2B inh	G9a block	JMJD2A Tudor	PI4K2A inh
31	10%	46%[activator][59 µM]	22%	-4
32	?	10µM*	-25%	-4
33	-23%	20%	-25%	2
34	?	-3%[12.7 µM]	-28%	-6
35	-31%[57.1 µM]	16µM*	32µM*	3
36	?	-16%[59 µM]	-25%	-2
37	-16%	-2%	-7%	2
38	1%	?	?	2
39	6%	3%[0.501 µM]	-3%	7
40	?	50µM*	-27%	3
